# High-throughput results as filed in PubChem.
# Exocytosis inh: lytic granule exocytosis inhibition | hit rate 0.66% among 360,000 | TALL-104 LAMP-1 surface exposure, flow cytometry; cells stimulated with thapsigargin and PMA | inhibition, % at 10 µM;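 active = inhibition above about 55%, limit read from the data; inconclusive = no clear call, values can overlap the other calls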
# ABHD5-PLIN5 inh: ABHD5-PLIN5 protein interaction inhibition; Split G. princeps luciferase complementation, luminescence, 4 h; hit rate 0.78% among 360,000; inhibition, % at 4 µM;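 active = inhibition above the mean inhibition across every tested compound plus 3 SD, cut at about 22% in these data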;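 note: 0% = DMSO only wells and the 100% control is not disclosed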
# aDG glyco up: increases alpha dystroglycan glycosylation | Pro5-aDG cells, alpha-DG glycosylation AlphaScreen (IIH6); 0% Pro5, 100% B10-LARGE cell signal | activation, % at 10 µM | hit rate 0.22% among 360,000;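 active = activation of at least 8% versus controls, or a plate z-score of at least 8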;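 note: Pro5 are CHO cells carrying HIG-tagged alpha-DG that lacks glycosylation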
# MC4R barr agon: human MC4R agonism via beta-arrestin; U2OS MC4R beta-arrestin complementation, luminescence; percent of melanotan II response, DMSO zero; P32245; activation, % at 8.9 µM; hit rate 0.98% among 360,000;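 active = activation above a per-plate cutoff, the mean activation of sample wells on that plate plus 3 SD, cut at about 8% in these data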
# Target sequence (P32245 whole entry, looked up): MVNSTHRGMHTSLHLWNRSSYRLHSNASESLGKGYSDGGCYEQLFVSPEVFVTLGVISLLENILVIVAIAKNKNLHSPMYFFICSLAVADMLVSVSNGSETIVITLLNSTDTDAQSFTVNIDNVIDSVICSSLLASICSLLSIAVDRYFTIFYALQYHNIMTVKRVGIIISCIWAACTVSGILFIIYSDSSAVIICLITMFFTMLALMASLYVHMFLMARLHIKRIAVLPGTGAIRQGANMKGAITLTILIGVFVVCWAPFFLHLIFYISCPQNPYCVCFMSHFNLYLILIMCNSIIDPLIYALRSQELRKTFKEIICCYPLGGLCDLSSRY
# m5-HT2A agonist: activates the mouse 5-HT2A serotonin receptor; CHO-K1 mHTR2A beta-arrestin complementation, luminescence; percent of 30 µM serotonin response; activation, % at 7.6 µM; hit rate 0.66% among 360,000;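 active = activation above a run cutoff, the mean activation of all tested compounds plus 3 SD, cut at about 14% in these data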;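 note: 0% = plate median of compound wells and 100% = 30 µM serotonin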
# Target sequence (P35363 whole entry, looked up): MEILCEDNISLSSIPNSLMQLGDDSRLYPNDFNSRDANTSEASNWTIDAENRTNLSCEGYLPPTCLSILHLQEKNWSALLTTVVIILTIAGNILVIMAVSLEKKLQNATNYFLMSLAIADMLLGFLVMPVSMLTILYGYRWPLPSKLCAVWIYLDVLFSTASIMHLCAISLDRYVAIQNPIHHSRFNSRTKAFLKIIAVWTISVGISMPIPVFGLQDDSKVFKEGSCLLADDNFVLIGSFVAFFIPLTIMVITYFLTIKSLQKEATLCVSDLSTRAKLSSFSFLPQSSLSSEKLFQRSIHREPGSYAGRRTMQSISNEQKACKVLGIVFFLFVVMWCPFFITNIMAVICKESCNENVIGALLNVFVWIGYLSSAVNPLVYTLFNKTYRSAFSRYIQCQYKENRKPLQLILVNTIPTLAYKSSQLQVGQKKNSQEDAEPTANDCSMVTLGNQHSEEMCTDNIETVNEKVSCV
# N-glyco inh: blocks N-linked glycosylation in D54 reporter cells | reporter increase, % at 12.5 µM | D54 ERlucT glycosylation luciferase reporter, 24 h; percent of 100 nM tunicamycin response | hit rate 0.23% among 360,000;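 active = mean luciferase reporter signal, scaled so untreated is 0 and the glycosylation-blocking control 100, at or above a set limit in every replicate; inconclusive = mean reaches the limit but not every replicate does; inactive = mean below the limit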;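 note: luciferase carries N-glycosylation sites so blocking glycosylation raises the light; 0% = median of neutral control wells and 100% = median of 100 nM tunicamycin wells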
# MC4R antag cAMP: antagonists of human melanocortin 4 receptor (MC4R); inhibition, % at 6.5 µM; AID 540295; hit rate 0.48% among 360,000; MC4R-expressing cells, MTII-stimulated cAMP, LANCE TR-FRET;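 active = inhibition above its plate's cutoff, the mean of tested wells on that plate plus 3 SD, cut at about 29% in these data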;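 note: 0% = Melanotan II alone and 100% = Melanotan II plus saturating MCL0020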
#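 System: U2OS-MC4R stable cell line; Technique: Eu-cAMP/anti-cAMP TR-FRET, emission 671 nm; Repeats: single well per compound; Also added: Melanotan II; Dosing: one concentration, 6.5 µM nominal; Schedule: 30-min compound, 1-h challenge, 1-h detection, room temperature.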
# iPSC survival up: enhancers of human iPSC single-cell survival | hit rate 0.044% among 360,000 | AID 602274 | hiPSC single-cell survival, ATPlite luminescence; 100% = ROCK inhibitor wells, 0% = DMSO | survival enhancement, % at 20 µM; in the data active = survival enhancement above about 18%;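 note: cells exposed to compounds for 16 hours before the ATP read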
# ABCB6 inh MLPCN: inhibitors of human ABC transporter ABCB6; fluorescence ratio to DMSO, % at 10 µM; Q9NP58; hit rate 0.19% among 360,000; K562-ABCB6 porphyrin accumulation, flow cytometry, 1 h; hits give low values;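 active = fluorescence ratio to DMSO below 75%, the collection mean minus 3 SD; inconclusive = too few cells collected in the well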;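 note: signal is porphyrin accumulated inside mitochondria; 100% equals median channel fluorescence of DMSO control wells; lower ratio means ABCB6 inhibition with less porphyrin fluorescence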
# H9c2 protect: modulators protecting cardiomyocytes from myocardial damage. H9c2 cardiomyocytes, H2O2 injury protection, ATPLite, 2 h. protection from H2O2 cell death, % at 20 µM. hit rate 0.63% among 360,000;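 active = compounds giving at least 50% protection of heart cells from peroxide-induced death in the single-dose screen, raw or plate-pattern-corrected value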;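 note: 0% = DMSO wells with peroxide and 100% = DMSO wells without peroxide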
# An asterisk follows results filed as active; ? = inconclusive. Random draw from the library; about 4.5% have a hit in one of these screens.
SMILES,Exocytosis inh,ABHD5-PLIN5 inh,aDG glyco up,MC4R barr agon,m5-HT2A agonist,N-glyco inh,MC4R antag cAMP,iPSC survival up,ABCB6 inh MLPCN,H9c2 protect
CS(=O)(=O)N(Cc1ccc(Cl)cc1)c1ccc(C(=O)NCCSCc2ccco2)cc1,95*,10,0.0,1.8,-5,-1,5,1.8,98,8
Cc1cc(C(=O)Nc2ccc(Cl)c(S(=O)(=O)N3CCOCC3)c2)c2ccccc2n1,2,6,-0.1,-3.6,4,-1,6,-0.4,88,10
COc1cc(/C=N/NC(=O)CN2CCOCC2)ccc1OCc1ccccc1,-2,-7,-0.3,-0.1,3,2,-2,-2.2,89,3
COc1ccccc1C(=O)NNC(=O)c1ccccc1F,-2,1,0.4,-1.2,0,-11,-2,-1.2,106,-1
COc1ccc(CN(C)CC(=O)Nc2ccccc2C(F)(F)F)c(OC)c1,-2,-3,0.1,-2.4,-1,-1,3,1.2,98,-2
CCN1CCN(c2nc(Nc3cc(OC)ccc3OC)nc(Nc3cc(OC)ccc3OC)n2)CC1,46,5,-0.2,-1.8,0,-9,12,-0.8,96,-7
CC(=O)NCCNC(=O)c1cccc(NS(=O)(=O)c2ccc3c(c2)OCCO3)c1,-4,22,-0.3,-2.6,4,1,12,0.0,91,4
COCCN(Cc1cc2cc(C)ccc2nc1Cl)C(=O)Nc1ccccc1C,6,-4,0.6,-1.3,-6,-3,18,-0.3,101,-2
O=C(NC1CCCCC1)c1ccc(OC2CCN(Cc3ccccn3)CC2)cc1,-11,-3,0.0,-0.1,0,-3,0,-0.5,100,5
CCc1nc2nc(C)c(NS(=O)(=O)c3ccc(Br)s3)c(=O)n2[nH]1,-4,9,-0.1,0.1,2,2,5,-0.4,98,1
O=C(Nc1ccccc1OC(F)F)C1CCCN1C(=O)c1cccs1 (stereo not drawn),-5,-5,-0.1,-1.7,-3,3,9,2.1,95,-4
O=C(Nc1cccc(Cl)c1)NC1CC2CCC(C1)N2Cc1cccs1 (stereo not drawn),0,-6,0.8,3.0,-4,-1,3,-3.6,101,-1

# In a second layout: results already given.
Compound | Exocytosis inh | ABHD5-PLIN5 inh | aDG glyco up | MC4R barr agon | m5-HT2A agonist | N-glyco inh | MC4R antag cAMP | iPSC survival up | ABCB6 inh MLPCN | H9c2 protect
CCN1CCN(c2nc(Nc3cc(OC)ccc3OC)nc(Nc3cc(OC)ccc3OC)n2)CC1 | 46 | 5 | -0.2 | -1.8 | 0 | -9 | 12 | -0.8 | 96 | -7
CC(=O)NCCNC(=O)c1cccc(NS(=O)(=O)c2ccc3c(c2)OCCO3)c1 | -4 | 22 | -0.3 | -2.6 | 4 | 1 | 12 | 0.0 | 91 | 4
COCCN(Cc1cc2cc(C)ccc2nc1Cl)C(=O)Nc1ccccc1C | 6 | -4 | 0.6 | -1.3 | -6 | -3 | 18 | -0.3 | 101 | -2
O=C(NC1CCCCC1)c1ccc(OC2CCN(Cc3ccccn3)CC2)cc1 | -11 | -3 | 0.0 | -0.1 | 0 | -3 | 0 | -0.5 | 100 | 5

# Following part:
SMILES,Exocytosis inh,ABHD5-PLIN5 inh,aDG glyco up,MC4R barr agon,m5-HT2A agonist,N-glyco inh,MC4R antag cAMP,iPSC survival up,ABCB6 inh MLPCN,H9c2 protect
CCn1c(C)c(C2=CCN(S(=O)(=O)c3ccccc3)CC2)c2ccccc21,3,-1,-0.1,-0.2,1,-2,5,-0.2,106,-7
COc1ccccc1C(=O)NCCC(=O)NC1CCC(C)CC1 (stereo not drawn),-4,-7,-0.1,-4.1,-5,1,7,0.9,92,2
O=C(CNC(=O)c1cccc(F)c1)N/N=C/c1cc(Br)ccc1OCc1ccccc1,6,7,0.5,3.8,-1,2,22,-2.7,362,4
COc1cc(CN2C[C@@H](CO)O[C@@H](n3cnc4c(NCc5ccco5)ncnc43)C2)cc(OC)c1OC,-12,6,-0.1,0.0,2,2,4,-0.5,101,25
O=C(CSc1nnc(-c2ccc(O)cc2)n1Cc1ccccc1)NNC(=O)c1ccc(Br)cc1,5,4,-0.1,0.0,1,1,8,0.1,95,2
CC(C)CC(NC(=O)c1ccccc1)C(=O)OCC(=O)Nc1ccc(Br)cn1 (stereo not drawn),-2,-6,-0.2,-0.7,-1,1,2,0.3,88,-2
C=CCNC(=O)c1ccc(Cl)cc1Cl,0,2,-0.1,-2.8,-1,0,11,0.9,92,9
Cc1nc(C(=O)NC(C)C)nn1-c1cc(Cl)cc(Cl)c1,0,-4,0.7,-0.1,-2,1,6,1.7,100,5
CC(Sc1cccc[n+]1[O-])C(=O)Nc1cccc([N+](=O)[O-])c1 (stereo not drawn),4,11,1.1,4.9,1,-1,6,-2.0,101,33
O=C(c1cccc([N+](=O)[O-])c1)n1nc(-c2ccccc2)nc1NCc1ccccc1,1,-1,-0.2,-1.5,-2,-2,-1,-0.4,96,-3
Cn1c(SCC(=O)N2CCCCC2)nc2cccnc21,-2,-4,-0.1,-2.2,-1,0,-3,-3.4,98,0
Cc1ccccc1-n1c(-c2csc(C)c2C)n[nH]c1=S,-1,3,0.2,2.4,3,-5,-8,4.2,96,6
N/C(=N/OS(=O)(=O)c1ccc([N+](=O)[O-])cc1)c1ccncc1,2,-2,0.0,-0.1,3,0,-4,0.2,104,-4
O=c1cc(N2CCc3ccccc3C2)[nH]c(=O)n1-c1ccc(Cl)cc1,-2,-8,0.0,-1.9,-3,0,1,0.7,97,2
CCc1nnc(NC(=O)CCNC(=O)c2ccco2)s1,3,4,0.0,-0.3,7,2,11,0.1,96,6
Cc1cccc(C)c1NC(=O)CC(NCCc1ccccc1)C(=O)O (stereo not drawn),-6,-1,-0.2,-1.9,1,1,-2,-1.2,107,2
CCOC(=O)c1cnc(SSc2ncc(C(=O)OCC)c(N)n2)nc1N,18,-5,0.1,-0.6,4,2,2,-0.5,99,-4
O/N=C\c1cnc(N2CCN(c3ccccc3)CC2)s1,-9,11,-0.1,0.4,3,6,-7,-0.2,95,-5
Cc1ccc2c(CC(=O)N3CCN(c4ccccc4)CC3)coc2c1,-1,1,-0.2,-1.3,-3,0,0,0.6,100,-8
ClCCCc1cn(C[C@H]2CC[C@@H]([C@@H]3CC[C@H](Cn4cc(CCCCl)nn4)O3)O2)nn1,-5,-1,-0.1,-1.5,10,0,8,4.2,100,2
CC(=O)Nc1ccc(S(=O)(=O)NCCC(=O)N2CCc3ccccc32)cc1,8,3,0.1,1.8,2,1,9,-0.6,98,-2
Cn1cc(CNCC2CCCO2)c(-c2ccc(Oc3ccccc3)cc2)n1 (stereo not drawn),-1,-3,0.4,-0.5,-9,-4,13,1.8,88,3
COc1ccc(Cl)cc1NC(=O)CSc1nc(NS(=O)(=O)c2ccc(C)cc2)cc(=O)[nH]1,40,8,0.1,1.3,5,-4,0,0.3,91,4
COc1cc(C2Nc3ccc4ncccc4c3C3=C2C(=O)CC(C)(C)C3)cc(OC)c1O (stereo not drawn),8,6,-0.1,-1.3,0,1,2,0.3,99,-5

# Results in MC4R antag cAMP (two entries from above):
SMILES,MC4R antag cAMP
O/N=C\c1cnc(N2CCN(c3ccccc3)CC2)s1,-7
Cc1ccc2c(CC(=O)N3CCN(c4ccccc4)CC3)coc2c1,0

# More results follow.
SMILES,Exocytosis inh,ABHD5-PLIN5 inh,aDG glyco up,MC4R barr agon,m5-HT2A agonist,N-glyco inh,MC4R antag cAMP,iPSC survival up,ABCB6 inh MLPCN,H9c2 protect
O=C(COC(=O)c1ccccn1)Nc1cccc(Cl)c1,-4,9,-0.2,1.2,0,1,2,-2.3,97,3
c1ccc(-[n+]2nc(Nc3cccc4ccccc34)sc2-c2c3ccccc3cc3ccccc23)cc1,-4,11,-1.3,-1.5,-8,-10,-3,-3.6,94,-19
Oc1ccc(Br)cc1/C=N/N1CCN(Cc2ccccc2)CC1,-3,-9,-0.1,0.2,-8,1,2,4.6,95,-20
N#C/C(=C/c1ccc(N2CCOCC2)o1)c1ccc(Br)cc1,67*,63*,-0.4,-0.8,6,?,7,0.7,363,-16
O=C(Nc1cccc(NC(=O)C2CC2)n1)C1CC1,-1,-4,-0.4,-1.4,1,0,-7,3.2,82,-3
CCOC(=O)/C(C(=O)Nc1ccccc1Br)=C1/NC(C)(C)Cc2ccccc21,0,-5,0.2,-1.0,-2,0,-3,-1.5,96,-2
CCOC(=O)C1=C(C)Nc2ccccc2N=C1NC(=O)C1CCN(C(=O)c2ccccc2C)CC1,1,-7,-0.3,0.3,2,-1,16,-2.4,93,21
Cc1cc(OC(C)C(=O)N2C[C@H]3C[C@@H](C2)c2cccc(=O)n2C3)c2c(C)c(C)c(=O)oc2c1 (stereo partly drawn),-1,0,0.3,-0.5,5,3,11,2.2,102,-1
